Compound activity (PubChem)
TWEAK Fn14 block: blocks TWEAK-Fn14 interaction in a reporter cell assay | TWEAK-stimulated Fn14 reporter cells, luciferase luminescence, 8 h | AID 1159606 | inhibition, % at 10 µM | 360,000 tested, 2% active; in the data active = inhibition above about 50%
CF NFkB block: inhibitors of cystic fibrosis induced NF-kB; AID 588850; KKLEB NF-kB-GFP reporter, PAF-induced, GFP fluorescence overnight; 360,000 tested, 0.86% active; inhibition, % at 5 µM;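 active = at least 50% inhibition at 5 µM, scaled per plate between neutral and stimulator controls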;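 also: PAF is a Pseudomonas aeruginosa culture filtrate used as stimulus; plate controls were PAF-stimulated DMSO wells for no effect and unstimulated DMSO wells for full effect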
KKLEB tox: reduces viability of KKLEB cystic fibrosis airway cells. KKLEB CF airway cells viability, ATPlite luminescence, overnight; hits give low values; cells stimulated with P. aeruginosa culture filtrate. 360,000 tested, 0.36% active. activity change (cytotoxicity), % at 5 µM. AID 602141;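 active = corrected activity change at or below -50% at 5 µM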
SRC3 inh: inhibitors of human steroid receptor coactivator 3 (SRC3). HEK293 GAL4-SRC3 luciferase reporter, luminescence. inhibition, % at 3.6 µM. Q9Y6Q9. AID 588352. 360,000 tested, 0.17% active;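 active = inhibition above a per-campaign cutoff, the mean of all compounds plus 3 SD, cut at about 60% in these data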;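 also: 0% = DMSO-treated cells and 100% = gossypol-treated cells at 36 µM; higher means less SRC3-driven luciferase light from the GAL4 reporter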
TROY NFkB inh: inhibitors of TROY-dependent NF-kB signaling; 360,000 tested, 0.98% active; Q293 LMP1-TROYcd NF-kB luciferase reporter, 4 h; inhibition, % at 10 µM;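 active = compounds whose plate-normalised and pattern-corrected inhibition of the luciferase reporter signal at the single screening dose is 50% or more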
C8 TRAIL sens: caspase-8 TRAIL sensitization; 360,000 tested, 1% active; NB7+C8 cells + TRAIL, ATPlite viability luminescence; inhibition (viability loss, TRAIL sensitization), % at 10 µM;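 active = compounds causing at least 50% loss of cell viability in the single-dose screen, relative to plate controls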
SRC2 inh: human SRC2 (NCOA2) inhibition; inhibition, % at 9 µM; 370,000 tested, 0.17% active; Q15596; HEK293 GAL4-SRC2 luciferase reporter, luminescence;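 active = inhibition above the mean inhibition of all tested compounds plus 3 SD, set per campaign, cut at about 52% in these data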;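 also: 0% = DMSO treated cells and 100% = cells given Gossypol at 36 µM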
NR2F2 inh: blocks human COUP-TFII nuclear receptor; inhibition, % at 8.6 µM; 370,000 tested, 0.7% active; HEK293T NGFI-A luciferase reporter, luminescence; P24468;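 active = inhibition above a per-plate cutoff, mean inhibition of test wells between control levels plus 3 SD, cut at about 38% in these data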;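 also: cells cotransfected with COUP-TFII expression vector driving the NGFI-A reporter; 0% = median of COUP-TF2 test wells and 100% = reporter-only cells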
Target sequence (P24468 whole entry, looked up): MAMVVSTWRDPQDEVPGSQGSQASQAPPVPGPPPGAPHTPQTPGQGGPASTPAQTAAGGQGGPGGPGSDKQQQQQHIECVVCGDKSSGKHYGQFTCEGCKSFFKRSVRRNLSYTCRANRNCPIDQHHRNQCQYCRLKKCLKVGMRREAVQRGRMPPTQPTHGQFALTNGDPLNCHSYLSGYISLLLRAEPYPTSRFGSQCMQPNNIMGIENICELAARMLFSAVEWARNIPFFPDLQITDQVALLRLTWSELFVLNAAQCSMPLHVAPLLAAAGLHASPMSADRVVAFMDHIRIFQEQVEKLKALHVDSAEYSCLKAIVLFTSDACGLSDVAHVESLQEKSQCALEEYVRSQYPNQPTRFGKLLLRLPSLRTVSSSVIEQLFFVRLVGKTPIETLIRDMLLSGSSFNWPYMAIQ
LMP1 NFkB inh: reduces LMP1-driven NF-kappaB luciferase signal; LMP1-induced NF-kappaB luciferase reporter cells, luminescence; inhibition, % at 12.5 µM; 350,000 tested, 0.69% active; in the data active = inhibition above about 41%;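 also: 0% = neutral control wells and 100% = reference inhibitor control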
LRH-1 inv ag: NR5A2 inverse agonism in reporter assay. 360,000 tested, 0.13% active. inhibition, % at 3.6 µM. O00482. HEK293T StAR-luciferase reporter, LRH-1 transfected, 24 h;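 active = inhibition above the mean inhibition of all tested compounds plus 3 SD, cut at about 73% in these data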;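 also: 0% = DMSO wells and 100% = reporter-only cells lacking LRH-1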
Target sequence (O00482 whole entry, looked up): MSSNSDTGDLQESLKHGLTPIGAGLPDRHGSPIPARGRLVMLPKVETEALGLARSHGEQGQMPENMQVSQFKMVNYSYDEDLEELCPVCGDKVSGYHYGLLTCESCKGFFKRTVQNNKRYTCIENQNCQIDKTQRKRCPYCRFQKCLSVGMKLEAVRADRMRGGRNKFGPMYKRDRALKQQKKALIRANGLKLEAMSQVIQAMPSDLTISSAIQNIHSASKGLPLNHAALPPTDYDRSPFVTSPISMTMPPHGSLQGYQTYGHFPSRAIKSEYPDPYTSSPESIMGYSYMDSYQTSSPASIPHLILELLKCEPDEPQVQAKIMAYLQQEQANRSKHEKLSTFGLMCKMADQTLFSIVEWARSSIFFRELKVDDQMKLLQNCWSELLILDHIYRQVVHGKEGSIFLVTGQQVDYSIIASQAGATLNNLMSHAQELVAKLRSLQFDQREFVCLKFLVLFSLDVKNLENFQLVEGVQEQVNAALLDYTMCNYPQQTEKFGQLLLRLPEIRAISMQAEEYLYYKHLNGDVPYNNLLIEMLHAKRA
NCOA1 inh: inhibits human SRC1 coactivator; 360,000 tested, 0.12% active; Q15788; inhibition, % at 3.6 µM; HEK293 GAL4-SRC1 luciferase reporter, luminescence;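 active = inhibition above the campaign mean plus 3 SD, with each screening campaign given its own cutoff, cut at about 60% in these data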;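 also: 0% = DMSO treated cells and 100% = gossypol at 36 µM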
* = called active by the depositor; . = no result given.

SMILES	TWEAK Fn14 block	CF NFkB block	KKLEB tox	SRC3 inh	TROY NFkB inh	C8 TRAIL sens	SRC2 inh	NR2F2 inh	LMP1 NFkB inh	LRH-1 inv ag	NCOA1 inh
Cc1ccc(N2CCN(c3ccc(C)cc3)C(CC(=O)O)C2=O)cc1 (stereo unspecified)	-5	-2	-3	-12	-48	12	-17	-7	0	-28	-22
CCCn1c(CC)nc([N+](=O)[O-])c1Sc1ccc(C)cc1	27	36	-14	20	-4	0	30	10	3	10	10
CSc1nc(O)c(C(c2ccccc2Cl)c2c(O)nc(SC)[nH]c2=O)c(=O)[nH]1	12	6	-15	20	-4	-11	-2	8	4	2	-16
C=CCn1cc(C(=O)NCc2ccc(Cl)cc2)c(=O)c2cc(S(=O)(=O)N(CC)CC)ccc21	0	-15	4	-5	-6	13	0	-11	4	22	11
Cc1cccc(Oc2ncnc3onc(C)c23)c1C	9	5	-3	6	17	3	5	3	-4	-6	-13
C#CCN(C[C@H]1[C@H](OC(=O)NCc2ccccc2)[C@H](OC(=O)NCc2ccccc2)C[C@H]2C(=O)N(c3ccccc3)C(=O)[C@@H]12)S(=O)(=O)c1ccc(C)cc1	10	14	12	-8	23	-9	20	1	10	-10	-3
CC1=C(C(=O)c2ccccc2)C(c2ccc(N3CCOCC3)cc2)NC(=O)N1 (stereo unspecified)	10	1	-8	12	-1	-5	-20	-18	-5	10	-1
O=C(CN1C(=O)/C(=C\C=C\c2ccccc2)SC1=S)Nc1ccc(F)cc1	-25	-5	-35	10	-26	-2	-4	-3	6	17	-3
O=c1nc2ccccc2c(NS(=O)(=O)c2ccccc2)n1-c1ccccc1	-32	11	-15	20	-76	-2	-11	3	-11	6	5
Cc1cc(NC(=O)CSc2nnc(CNc3cccc(C(F)(F)F)c3)n2Cc2ccco2)no1	10	-6	-6	6	-20	-11	-6	2	-3	8	8
CC(C(=O)c1ccc(Br)cc1)[n+]1cccc2ccccc21 (stereo unspecified)	26	-8	-6	7	15	9	-22	3	-3	4	-3
CCCCNC(=O)[C@@](CC)(ONc1ccccc1C(F)(F)F)c1cccc2ccccc12	2	20	-10	1	12	13	17	27	6	30	4
CC(=O)c1ccc(C(=O)N2CCCC(CO)(Cc3ccccc3C)C2)s1 (stereo unspecified)	-1	12	-5	-5	-9	3	9	-6	-2	-12	15
COc1cc(CN2CCN(CCOCCO)CC2)cc(OC)c1OC	-9	11	-3	7	-10	-4	2	-3	-6	6	-5
CCCc1c(C(=O)N/N=C(/C)c2ccncc2)nnn1-c1nonc1N	-7	2	9	4	-2	-34	4	17	5	-11	14
CCOC(=O)c1[nH]c2ccc(OC)cc2c1NC(C)=O	-2	11	4	-5	12	2	-18	5	-1	10	-7
COc1cc(OC)c(C(=O)O/N=C(\N)c2ccccc2)cc1OC	-24	-20	-11	-14	-54	-3	-33	-32	-3	-30	-37
CN1C(=O)c2cccc(N(C)C)c2C1=O	-13	-13	24	10	7	12	-35	-7	2	4	10
O=C1CCCN1CCCNCC(=O)N1c2ccccc2Sc2ccccc21	7	5	12	18	-9	-9	2	-18	0	-10	-1
CS(=O)(=O)c1cccc(C(=O)OCC(=O)NCc2cccs2)c1	-1	29	3	7	15	-13	24	-13	-105	11	8
COc1ccc(NC(=O)Nc2ncccc2C)cc1	-9	-22	12	-52	-36	13	-45	-3	-3	-142	-67
CCc1ccc(NC(=O)Cn2cnc3c(=O)n(C)c(=O)n(C)c32)cc1	10	7	15	4	4	-14	11	4	0	7	-33
CC(C)(C)N1C(=O)[C@H]2[C@@H](c3ccc(Br)cc3)N3C(=O)N(c4ccc(Br)cc4)C(=O)[C@@]3(Cc3ccccc3)[C@H]2C1=O	29	30	-20	-4	-5	0	.	.	-1	-17	-30
Nc1ccc(C(=O)c2ccc3c(c2)OCCO3)cc1N	-7	-5	0	-60	-36	-20	.	.	-13	-14	-41
COc1ccc(NC(=S)N2N=CCC2c2ccccc2)cc1 (stereo unspecified)	5	5	-8	-88	-12	21	-50	-57	-18	-164	-98
O=C(Cc1ccccc1Cl)N/N=C/c1cccnc1	-1	-18	-13	14	-11	-5	4	6	2	-6	-10
CCOc1ccc(N(CC(=O)Nc2ccccc2C)S(=O)(=O)c2c(C)[nH]c(=O)[nH]c2=O)cc1	-5	10	-5	-1	-15	1	20	-13	3	-10	-1
COCCN(CC(=O)Nc1ccccc1C(F)(F)F)C(=O)c1ccc(-n2cccn2)cc1	15	-22	15	-11	6	7	3	-15	4	-21	-5
Cc1ccc(C)c(NC(=O)C2CC(O)CN2C(=O)Oc2ccccc2)c1 (stereo unspecified)	-11	17	-10	-3	15	-1	12	-1	6	7	0
Cc1c(C)n(C)c2ccc(C(=O)NCCCN3CCOCC3)cc12	-2	2	2	-1	-20	-8	-4	11	3	1	1
COc1cc(NS(=O)(=O)c2ccc(NC(=O)COc3ccc(C)cc3)cc2)nc(OC)n1	9	4	-6	8	1	-16	-10	7	1	-9	-12
N#C/C(=C/c1ccc2c(c1)OCO2)C(=O)NCCc1c[nH]c2ccccc12	10	35	-34	2	-5	36	.	.	2	18	-7
CC1CCN(S(=O)(=O)c2ccc(C(=O)OCc3ccc4c(c3)OCO4)cc2)CC1	-13	0	1	26	-14	-8	8	-3	7	-11	17
O=C(NCc1cccc(C(F)(F)F)c1)C1CCCN(c2cnccn2)C1 (stereo unspecified)	14	8	1	-4	-12	4	8	-5	0	-12	4
CCN(CCS(=O)(=O)c1ccc(Cl)cc1)C(=O)Nc1ccc(Cl)cc1	-25	-2	0	14	-29	-14	-3	8	-9	5	-5
Cn1cccc1/C=C1\CCc2ccccc2C1=O	76*	-36	-14	-45	24	61*	-17	-31	16	-104	-79
CCc1nc2ccc(C(=O)NCCCN(C)C)cn2c1N(C)CCCc1ccccc1	-26	8	-10	10	-14	-15	-25	-6	.	6	-7
O=C1CC(c2cccc(Cl)c2)c2cc3c(cc2N1)CCC3 (stereo unspecified)	19	8	-9	-11	23	-6	4	14	18	20	3
O=C(O)c1ccccc1C1=Nc2ccc(O)cc2Oc2cc(O)ccc21	-3	5	6	-8	-45	-6	-2	7	4	-1	3
CC(C)c1ccc(/C=C/C(=O)NCCCc2ccccc2)cc1	-3	-2	-3	11	-3	15	8	-7	-9	22	-17

Shown bar-delimited: part of the list above
structure | TWEAK Fn14 block | CF NFkB block | KKLEB tox | SRC3 inh | TROY NFkB inh | C8 TRAIL sens | SRC2 inh | NR2F2 inh | LMP1 NFkB inh | LRH-1 inv ag | NCOA1 inh
COCCN(CC(=O)Nc1ccccc1C(F)(F)F)C(=O)c1ccc(-n2cccn2)cc1 | 15 | -22 | 15 | -11 | 6 | 7 | 3 | -15 | 4 | -21 | -5
Cc1ccc(C)c(NC(=O)C2CC(O)CN2C(=O)Oc2ccccc2)c1 (stereo unspecified) | -11 | 17 | -10 | -3 | 15 | -1 | 12 | -1 | 6 | 7 | 0
Cc1c(C)n(C)c2ccc(C(=O)NCCCN3CCOCC3)cc12 | -2 | 2 | 2 | -1 | -20 | -8 | -4 | 11 | 3 | 1 | 1
COc1cc(NS(=O)(=O)c2ccc(NC(=O)COc3ccc(C)cc3)cc2)nc(OC)n1 | 9 | 4 | -6 | 8 | 1 | -16 | -10 | 7 | 1 | -9 | -12
N#C/C(=C/c1ccc2c(c1)OCO2)C(=O)NCCc1c[nH]c2ccccc12 | 10 | 35 | -34 | 2 | -5 | 36 | . | . | 2 | 18 | -7
CC1CCN(S(=O)(=O)c2ccc(C(=O)OCc3ccc4c(c3)OCO4)cc2)CC1 | -13 | 0 | 1 | 26 | -14 | -8 | 8 | -3 | 7 | -11 | 17
O=C(NCc1cccc(C(F)(F)F)c1)C1CCCN(c2cnccn2)C1 (stereo unspecified) | 14 | 8 | 1 | -4 | -12 | 4 | 8 | -5 | 0 | -12 | 4
CCN(CCS(=O)(=O)c1ccc(Cl)cc1)C(=O)Nc1ccc(Cl)cc1 | -25 | -2 | 0 | 14 | -29 | -14 | -3 | 8 | -9 | 5 | -5
Cn1cccc1/C=C1\CCc2ccccc2C1=O | 76* | -36 | -14 | -45 | 24 | 61* | -17 | -31 | 16 | -104 | -79
CCc1nc2ccc(C(=O)NCCCN(C)C)cn2c1N(C)CCCc1ccccc1 | -26 | 8 | -10 | 10 | -14 | -15 | -25 | -6 | . | 6 | -7
O=C1CC(c2cccc(Cl)c2)c2cc3c(cc2N1)CCC3 (stereo unspecified) | 19 | 8 | -9 | -11 | 23 | -6 | 4 | 14 | 18 | 20 | 3
O=C(O)c1ccccc1C1=Nc2ccc(O)cc2Oc2cc(O)ccc21 | -3 | 5 | 6 | -8 | -45 | -6 | -2 | 7 | 4 | -1 | 3
CC(C)c1ccc(/C=C/C(=O)NCCCc2ccccc2)cc1 | -3 | -2 | -3 | 11 | -3 | 15 | 8 | -7 | -9 | 22 | -17

The results go on.
SMILES	TWEAK Fn14 block	CF NFkB block	KKLEB tox	SRC3 inh	TROY NFkB inh	C8 TRAIL sens	SRC2 inh	NR2F2 inh	LMP1 NFkB inh	LRH-1 inv ag	NCOA1 inh
Cc1cc(=O)n2[nH]c(-c3ccc(C(C)(C)C)cc3)cc2n1	-59	-3	-17	-19	-59	34	-55	6	-1	12	-25
S=C(NC1CCCCC1)NN(c1ccccc1)c1ccccc1	1	0	9	8	3	-2	5	17	-6	13	-6
Cc1cccc(C(=O)OC(C)C(=O)NCC2CCCCC2)c1O (stereo unspecified)	-3	-4	-19	22	-7	-21	6	-4	-6	27	1
Cc1nn(-c2ccccc2)cc1/C=N/NS(=O)(=O)c1ccccc1	-18	-5	13	7	-15	-10	-11	-1	1	-30	-52
Cc1ccc(C)c(CSc2nnc([C@@H](N)C(C)C)o2)c1	-4	9	0	-12	-12	-3	12	-4	6	6	-14
Cc1nn(-c2cc(C(F)(F)F)ccc2Cl)c2nc(C(Cl)(Cl)Cl)[nH]c(=O)c12	28	-28	12	25	41	3	0	-14	-4	26	-3
O=C(OCC(=O)N1CCCC1=O)c1cc(S(=O)(=O)N2CCOCC2)ccc1Cl	-7	-12	-1	-25	-1	15	0	1	1	4	-4
CCCCOc1ccc(C(=O)NC)cc1	-10	12	4	-7	-22	-1	-41	-5	-2	-12	-9
Cc1ccc(Cl)cc1NC(=O)CN1C(=O)NC(C)(C2CC2)C1=O (stereo unspecified)	-8	-18	11	-2	4	3	28	8	-9	10	-2
Cc1cc(-c2ccco2)n(CC(=O)NCc2ccccc2)n1	-34	7	4	-44	16	17	-14	12	2	10	4
CCN(CC)C(=O)CC(c1ccc(F)cc1)c1ccc(OC)cc1 (stereo unspecified)	2	-8	0	19	0	-7	-12	7	-2	12	6
NC(=O)CC(NC(=O)Cc1ccc(Br)cc1)c1ccc(NCc2ccc(F)c(F)c2)c([N+](=O)[O-])c1 (stereo unspecified)	5	-15	-15	9	17	3	-26	6	-3	-6	10
